# Screening results from PubChem BioAssay.
# TAAR1 antag = human TAAR1 antagonism. CHO RD-HGA16 TAAR1, Fluo-8 calcium fluorescence, antagonist. inhibition, % at 3 µM. AID 624466. 360,000 tested, 1.5% active;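 active = inhibition above a per-plate cutoff, the mean inhibition of test compounds on that plate plus 3 SD, cut at about 49% in these data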;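 note: 0% = DMSO plus EC80 beta-PEA response and 100% = DMSO alone without agonist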
# Target sequence (Q96RJ0 whole entry, looked up): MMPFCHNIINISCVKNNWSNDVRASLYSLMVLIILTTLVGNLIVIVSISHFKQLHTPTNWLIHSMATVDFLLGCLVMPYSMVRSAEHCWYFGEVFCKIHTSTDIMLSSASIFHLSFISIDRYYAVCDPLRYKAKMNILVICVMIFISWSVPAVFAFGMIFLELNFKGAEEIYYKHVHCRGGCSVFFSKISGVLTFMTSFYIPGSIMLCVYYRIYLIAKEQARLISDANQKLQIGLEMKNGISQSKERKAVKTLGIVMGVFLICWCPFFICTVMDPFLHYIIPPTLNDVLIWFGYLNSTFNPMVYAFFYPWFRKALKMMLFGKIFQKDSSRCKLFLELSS
#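 Material: RD-HGA16 CHO cells with stable hTAAR1 and Gα16; Dosing: single nominal final test compound concentration of 3 µM; Schedule: seeding 17-24 h prior, 75-min 37 °C, 30-min RT dye loading; Detection: kinetic Fluo-8 calcium fluorescence measurement; Measure: % inhibition from peak post-agonist over basal fluorescence ratio; Benchmarks: vehicle and agonist controls.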
# CHO-K1 Ca antag = counter-screen for M1 antagonists: effect in parental CHO-K1 cells; ATP-induced calcium, Fluo-8 fluorescence; inhibition, % at 3 µM; 360,000 tested, 0.6% active; AID 602250;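 active = inhibition above a per-plate cutoff, the plate's mean sample inhibition plus 3 SD, cut at about 24% in these data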;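 note: 0% = DMSO plus EC80 ATP and 100% = DMSO alone without ATP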
# CHO parental Ca = signal in parental CHO cells, OX1R antagonist counter-screen. parental CHO-K1, ATP-induced calcium, Fluo-8 fluorescence. inhibition, % at 5.6 µM. 330,000 tested, 0.63% active. AID 463079;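 active = inhibition above that plate's mean sample inhibition plus 3 SD, cut at about 26% in these data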;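 note: 0% = ATP-challenged DMSO wells and 100% = DMSO wells without ATP; some compounds past the cut are filed as inactive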
#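 Test system: parental CHO cells; detection: calcium-sensitive Fluo-8 fluorescence; evaluation: percent inhibition of calcium signal; also added: ATP as calcium-mobilizing challenge; repeats: one well per compound; control set: ATP-challenged DMSO wells low, unchallenged DMSO wells high; compound: single nominal dose of 5.6 µM per compound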
# CHO-K1 Ca ag = nonselective activator or artifact in parental CHO-K1 cells. Fluo-8 calcium fluorescence; scaled to maximal ATP response, vehicle zero. activation, % at 3 µM. 360,000 tested, 0.48% active; in the data active = activation above about 15%;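 note: untransfected CHO-K1 host cells lacking M1 receptor as counterscreen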
# M1 antag = antagonists of human M1 muscarinic receptor; inhibition, % at 3 µM; CHO-K1 hM1, Fluo-8 calcium fluorescence, ACh EC80 antagonist; AID 588852; 360,000 tested, 1.3% active;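 active = percent inhibition above its own plate's cutoff, namely the mean of that plate's compound wells plus 3 SD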;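 note: peak over basal fluorescence ratio during 140 s after agonist addition; 0% = ACh EC80 plus DMSO and 100% = DMSO alone without agonist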
# OXTR potentiate = potentiates the human oxytocin receptor response | P30559 | CHO-OTR cells, Fluo-8 calcium fluorescence, potentiator mode; 0% = oxytocin EC15, 100% = EC100 | activation, % at 3 µM | 320,000 tested, 0.061% active | AID 2445;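 active = activation above that plate's cutoff, the mean activation of tested compounds plus 3 SD, cut at about 6.6% in these data, passing the limit was not always enough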;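 note: 100% uses oxytocin at 75 nM as the full agonist control; some results filed as inactive read as strong as hits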
# Target sequence (P30559 whole entry, looked up): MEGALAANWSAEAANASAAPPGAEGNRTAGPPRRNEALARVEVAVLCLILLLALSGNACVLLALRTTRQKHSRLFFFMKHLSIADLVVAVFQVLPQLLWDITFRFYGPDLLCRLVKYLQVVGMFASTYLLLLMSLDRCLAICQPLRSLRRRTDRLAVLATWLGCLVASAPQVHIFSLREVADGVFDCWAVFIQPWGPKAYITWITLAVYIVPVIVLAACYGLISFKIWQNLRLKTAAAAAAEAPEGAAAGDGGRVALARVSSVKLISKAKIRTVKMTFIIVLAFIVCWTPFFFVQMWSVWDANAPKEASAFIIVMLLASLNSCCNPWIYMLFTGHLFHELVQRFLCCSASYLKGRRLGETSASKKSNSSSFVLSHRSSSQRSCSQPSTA
#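 Material: CHO-OTR cells, human receptor; compound dosing: single dose, 3.0 µM nominal final compound concentration; schedule: 6 min compound pre-incubation at room temperature, 100 s kinetic read; measured by: kinetic Fluo-8 calcium fluorescence; read-out basis: % activation vs EC15 and EC100 oxytocin; controls: EC15 oxytocin alone as 0%, 75 nM oxytocin as 100%; replicates: singlicate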
# TAAR1 ag = agonists of human TAAR1; Q96RJ0; CHO RD-HGA16 TAAR1, Fluo-8 calcium fluorescence; vehicle wells 0%, saturating PEA agonist 100%; activation, % at 3 µM; 360,000 tested, 0.99% active; AID 624467;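 active = activation above the mean activation of all test compounds in the run plus 3 SD, cut at about 38% in these data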
#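 Test system: RD-HGA16 (CHO) cells co-expressing Gα16 and hTAAR1; dosing: one-point dosing at 3 µM (nominal); timing: 17-24 h seeding, 75 min 37 °C dye, 30 min RT; signal: kinetic Fluo-8 calcium fluorescence; read-out basis: % activation relative to PEA EC100 response; controls: DMSO and PEA EC100; replicates: n 1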
# CHO-K1 Ca PAM = nonselective activator or artifact in parental CHO-K1 calcium assay. ATP EC20, Fluo-8 calcium fluorescence; 0% at ATP EC20, 100% at ATP max. activation, % at 3 µM. 360,000 tested, 0.02% active. AID 602247;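 active = activation above the run cutoff, the mean activation of all test compounds plus 3 SD, cut at about 40% in these data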;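 note: peak over basal fluorescence ratio in a 140 s read after ATP addition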
# M1 ag = activates human CHRM1 receptor; P11229; activation, % at 3 µM; AID 588814; CHO-K1 hM1, Fluo-8 calcium fluorescence, agonist mode; 0% DMSO, 100% acetylcholine EC100; 360,000 tested, 0.33% active;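 active = activation above the run's mean compound activation plus 3 SD, cut at about 16% in these data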;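 note: peak over basal fluorescence ratio within a 140 s kinetic read after compound addition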
# An asterisk follows results filed as active; nt = no result given.
cpd | compound | CHO-K1 Ca ag | TAAR1 ag | M1 antag | TAAR1 antag | CHO-K1 Ca PAM
1 | CCOC(=O)c1c(NC(=O)c2nn(CC)cc2Br)sc(C)c1C | -0.2 | 4.2 | -19.8 | 19.4 | 1.1
2 | COc1ccccc1NC(=O)CSc1nc2n[nH]c(C)c2c(=N)n1-c1ccccc1Cl | 2.3 | 4.2 | 5.5 | 35.2 | 21.7
3 | C[C@@H]1C[C@H](O)c2cc(Cl)ccc2N1 | 0.7 | -0.4 | -9.2 | 5.4 | 18.7
4 | O=C(NCc1cccnc1)c1cc(C2CCCCN2S(=O)(=O)c2cccs2)on1 (configuration not stated) | 0.6 | 3.8 | 5.5 | -8.2 | 14.2
5 | COc1cc(/C=c2\s/c(=C\C(=O)C(C)(C)C)[nH]c2=O)cc(OC)c1OC | 5.1 | 12.0 | 10.3 | 39.1 | -6.2
6 | NS(=O)(=O)c1cccc(NC(=S)NCc2ccc3c(c2)OCO3)c1 | 1.1 | 0.4 | -3.1 | -21.5 | 14.5
7 | COc1cccc(C(=O)/C=C/Nc2ccc(S(=O)(=O)Nc3cccc(C(C)=O)c3)cc2)c1 | 6.3 | 11.5 | -21.8 | 55.7* | 19.8
8 | O=C(C1=C[C@H](C2CC2)C[C@H](OCCCCO)O1)N1CCOCC1 | -0.5 | 1.8 | -6.1 | 5.8 | -16.2
9 | CCOc1ccc(S(=O)(=O)NCCC(=O)Nc2ccncc2)cc1 | 0.4 | -0.9 | -8.0 | -4.1 | 7.6
10 | O=C(CCc1c[nH]c2ccccc12)NCCc1ccc(Cl)cc1 | 1.4 | -1.9 | -7.7 | 10.0 | 6.4
11 | CCC(CC)C(=O)NCc1cccnc1 | 1.2 | -0.8 | -8.9 | -16.4 | 23.6
12 | CSC(=S)NN=C(C)c1cccc(C)n1 | 1.5 | 1.0 | -20.4 | 40.4 | 8.5
13 | Cc1cc(C)cc(OC(=O)N2CCOCC2)c1 | 2.9 | 17.1 | -23.2 | -9.6 | 19.5
14 | NC(=O)c1ccsc1NC(=O)COC(=O)c1nc(Cl)ccc1Cl | 6.6 | 25.8 | -3.8 | -3.0 | 15.4
15 | O=C(COC(=O)C1(c2ccccc2F)CCCC1)N1CCc2ccccc21 | 0.4 | 3.2 | 1.7 | 2.2 | 17.2

cpd | CHO-K1 Ca antag | CHO parental Ca | M1 ag | OXTR potentiate
1 | -14.8 | -13.2 | -2.0 | -8.7
2 | -6.0 | -6.1 | -5.0 | -8.1
3 | -5.3 | -12.3 | -2.6 | 4.3
4 | -5.8 | nt | -7.7 | nt
5 | -10.8 | -24.2 | -10.0 | -15.8
6 | -9.6 | 9.8 | -1.5 | -3.3
7 | -3.1 | 16.5 | 2.5 | -18.2
8 | 4.0 | -5.6 | 1.9 | -3.6
9 | 5.9 | -5.0 | -4.0 | 1.1
10 | -20.6 | -4.8 | -0.7 | -11.4
11 | -11.1 | -8.7 | -6.4 | 1.6
12 | -12.6 | nt | -2.4 | nt
13 | -1.7 | -1.6 | 8.2 | 0.0
14 | 4.7 | -7.7 | -0.2 | -4.0
15 | -9.3 | -9.0 | -2.9 | -5.0

# Sorted by the number under OXTR potentiate (ascending): three of the compounds above.
no.	molecule	OXTR potentiate
2	COc1ccccc1NC(=O)CSc1nc2n[nH]c(C)c2c(=N)n1-c1ccccc1Cl	-8.1
9	CCOc1ccc(S(=O)(=O)NCCC(=O)Nc2ccncc2)cc1	1.1
3	C[C@@H]1C[C@H](O)c2cc(Cl)ccc2N1	4.3

# Given in transposed form: part of the list above.
(2) COc1ccccc1NC(=O)CSc1nc2n[nH]c(C)c2c(=N)n1-c1ccccc1Cl
(3) C[C@@H]1C[C@H](O)c2cc(Cl)ccc2N1
(4) O=C(NCc1cccnc1)c1cc(C2CCCCN2S(=O)(=O)c2cccs2)on1 (configuration not stated)
(5) COc1cc(/C=c2\s/c(=C\C(=O)C(C)(C)C)[nH]c2=O)cc(OC)c1OC
(6) NS(=O)(=O)c1cccc(NC(=S)NCc2ccc3c(c2)OCO3)c1

Assay by compound	2	3	4	5	6
CHO-K1 Ca ag	2.3	0.7	0.6	5.1	1.1
TAAR1 ag	4.2	-0.4	3.8	12.0	0.4
M1 antag	5.5	-9.2	5.5	10.3	-3.1
TAAR1 antag	35.2	5.4	-8.2	39.1	-21.5
CHO-K1 Ca PAM	21.7	18.7	14.2	-6.2	14.5
CHO-K1 Ca antag	-6.0	-5.3	-5.8	-10.8	-9.6
CHO parental Ca	-6.1	-12.3	nt	-24.2	9.8
M1 ag	-5.0	-2.6	-7.7	-10.0	-1.5
OXTR potentiate	-8.1	4.3	nt	-15.8	-3.3

# Next section:
cpd | compound | CHO-K1 Ca ag | TAAR1 ag | M1 antag | TAAR1 antag | CHO-K1 Ca PAM
16 | CC(=O)c1ccccc1NS(=O)(=O)c1cccc2nsnc12 | 0.3 | -0.2 | -14.5 | -19.8 | -0.6
17 | Cc1ccc(NC(=O)c2sc3ncn(CC(=O)N4CCN(c5ccccn5)CC4)c(=O)c3c2C)cc1F | 11.3 | 9.3 | 26.0 | 15.1 | 0.3
18 | COc1ccc(-n2nc(C(=O)NCC(=O)N3CCN(c4ccccn4)CC3)c3ccccc3c2=O)c(OC)c1 | 4.9 | 1.1 | -12.6 | 2.1 | 8.4
19 | O=C(CCn1cnc2ccccc21)N=Nc1c(O)[nH]c2ccccc12 | 2.7 | -0.3 | -15.0 | 11.8 | 15.7
20 | Cc1nc2ccc(C(=O)N/N=C/c3cc([N+](=O)[O-])ccc3O)cc2[nH]1 | 1.8 | 1.5 | -9.3 | -1.3 | 21.4
21 | Cc1cc(NC(=O)c2ccccc2)sc1C | 0.6 | 8.4 | -37.2 | 10.2 | 24.6
22 | CCCN(C(=O)c1ccc2c(SCC(=O)O)c3c(nc2c1)CCC3)c1cccc(C)c1 | 1.0 | 1.9 | -10.6 | -5.5 | 21.4
23 | CS(=O)(=O)N1CCC(C(=O)Nc2ccc(Cl)c(Cl)c2)CC1 | 4.3 | 7.2 | -1.3 | 1.4 | 22.1

cpd | CHO-K1 Ca antag | CHO parental Ca | M1 ag | OXTR potentiate
16 | -3.6 | -12.9 | -3.5 | -19.1
17 | -6.9 | -11.7 | 0.6 | -11.6
18 | -12.5 | -23.9 | -5.5 | -4.7
19 | -17.7 | -16.5 | -6.7 | 1.4
20 | -2.9 | -1.5 | -3.2 | 3.2
21 | -8.7 | -17.7 | -4.5 | -10.9
22 | -11.9 | 3.9 | 0.5 | -2.9
23 | -12.2 | -6.4 | -1.2 | -21.3

# Values by screen from the entries so far.
# Nos. 16 to 23 in CHO-K1 Ca ag: 0.3, 11.3, 4.9, 2.7, 1.8, 0.6, 1.0, 4.3
# Nos. 16 to 23 in OXTR potentiate: -19.1, -11.6, -4.7, 1.4, 3.2, -10.9, -2.9, -21.3
